Assay outcomes: PubChem, National Center for Advancing Translational Sciences (NCATS)
EPAC1 antagonist = qHTS for Antagonist of cAMP-regulated guanine nucleotide exchange factor 3 (EPAC1): primary screen. Rap guanine nucleotide exchange factor 3 (Homo sapiens), O95398. EPAC1 GEF assay, Rap1b-BODIPY-GDP exchange fluorescence. Potency, µM (highest dose often 115 µM), for the others: at the top dose activity change, negative = inhibition, most hits filed as inhibitors. 0.14% of 360,000 active. AID 720709, 2013;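 note: potency is the fitted concentration of half-maximal effect; plate controls were vehicle for no effect and positive control for full effect; nearly all actives have a fitted effect of over 50% in size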
PLK1 PBD block = qHTS for Inhibitors of PLK1-PDB (polo-like kinase 1 - polo-box domain): Primary Screen | Serine/threonine-protein kinase PLK1 (Homo sapiens), P53350 | Plk1 PBD binding of FITC phosphopeptide, fluorescence polarization | Potency, µM, inactives show max response, negative = inhibition, most hits filed as inhibitors | 2.8% of 360,000 active | AID 720504, 2013; note: potency is the fitted concentration of half-maximal effect; series mostly up to about 57 µM; % is set by controls: 0 for no effect and ±100 for the full control effect; nearly all actives have a fitted effect of over 65% in size
EPAC2 antag = qHTS for Antagonist of cAMP-regulated guanine nucleotide exchange factor 2 (EPAC2): primary screen. Rap guanine nucleotide exchange factor 4 (Homo sapiens), Q8WZA2. EPAC2 GEF exchange of Rap1B-BODIPY-GDP, fluorescence. Potency, µM (series often up to 114 µM), inactives show top-dose activity, negative = inhibition, actives largely listed as inhibitors. 0.18% of 360,000 active. AID 720708, 2013; note: potency is the fitted concentration of half-maximal effect; % is set by controls: 0 for no effect and ±100 for the full control effect; nearly all actives have a fitted effect of over 45% in size; many of its hits are not listed in these tables
Target sequence (Q8WZA2 whole entry, looked up): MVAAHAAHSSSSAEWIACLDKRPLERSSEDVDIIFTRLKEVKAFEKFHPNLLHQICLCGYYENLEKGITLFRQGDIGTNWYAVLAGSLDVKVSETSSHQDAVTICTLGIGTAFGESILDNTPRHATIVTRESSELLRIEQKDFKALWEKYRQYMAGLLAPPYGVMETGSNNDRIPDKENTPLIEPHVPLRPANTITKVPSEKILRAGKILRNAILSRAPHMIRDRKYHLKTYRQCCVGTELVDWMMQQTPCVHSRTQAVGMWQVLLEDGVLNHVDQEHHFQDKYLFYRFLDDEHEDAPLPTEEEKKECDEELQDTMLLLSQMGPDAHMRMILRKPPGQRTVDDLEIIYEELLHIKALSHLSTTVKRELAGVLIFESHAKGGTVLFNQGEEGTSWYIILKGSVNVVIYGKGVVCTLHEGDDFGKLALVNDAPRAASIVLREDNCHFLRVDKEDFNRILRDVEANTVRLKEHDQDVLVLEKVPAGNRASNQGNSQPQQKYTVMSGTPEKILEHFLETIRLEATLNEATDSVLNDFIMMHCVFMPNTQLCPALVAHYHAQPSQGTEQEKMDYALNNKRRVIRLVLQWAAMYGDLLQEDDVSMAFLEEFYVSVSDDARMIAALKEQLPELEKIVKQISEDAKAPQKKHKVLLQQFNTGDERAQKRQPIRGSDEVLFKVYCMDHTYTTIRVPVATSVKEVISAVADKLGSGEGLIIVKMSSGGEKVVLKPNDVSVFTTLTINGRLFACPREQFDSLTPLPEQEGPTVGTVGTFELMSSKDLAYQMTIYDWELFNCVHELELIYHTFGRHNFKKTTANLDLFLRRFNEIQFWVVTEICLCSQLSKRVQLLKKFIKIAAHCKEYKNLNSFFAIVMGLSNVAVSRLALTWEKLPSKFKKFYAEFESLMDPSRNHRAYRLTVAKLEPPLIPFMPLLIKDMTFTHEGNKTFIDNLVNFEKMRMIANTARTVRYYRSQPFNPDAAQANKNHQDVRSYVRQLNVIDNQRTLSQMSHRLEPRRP
WRN helicase inh = qHTS for Inhibitors of WRN Helicase; Potency, µM (top dose mostly 114 µM), inactives show at the top dose activity change, negative = inhibition, actives largely listed as inhibitors; AID 651768, 2012; 0.46% of 360,000 active; WRN helicase unwinding, fluorescent forked duplex, kinetic; Bifunctional 3'-5' exonuclease/ATP-dependent helicase WRN (Homo sapiens), Q14191; note: potency is the fitted concentration of half-maximal effect; % is set by controls: 0 for no effect and ±100 for the full control effect; nearly all actives have a fitted effect of over 55% in size
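Primary qHTS, 1536-well format. 20 nM WRN + compound, 15 min RT; start with 100 nM forked fluorophore/quencher duplex, 2 mM ATP (final); kinetic read ex 525/em 598 nm.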
PI5P4K alpha inh = qHTS for Inhibitors of phosphatidylinositol 5-phosphate 4-kinase (PI5P4K); PI5P4Kalpha enzyme, ADP-Glo luminescence, 60 min; stronger effect = lower value; max response, %; 1.2% of 330,000 active; active = max response of -50% or lower; inconclusive = between -30% and -50%; inactive = -30% or higher; note: value at the top dose of about 77 µM; % is set by controls: 0 for no effect and ±100 for the full control effect
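ADP-Glo luminescence end-point after a 60 min room-temperature kinase reaction. PI5P4Kalpha and substrate in HEPES pH 7.4 buffer with EGTA, 0.1% CHAPS and 5% DMSO; ATP at 5 microM final.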
CCT modulator = High-Throughput Screening for Modulators of Cytosolic Chaperonin Activity | purified chaperonin ATPase assay, HTRF ADP detection, 30 min | activity change, % (no concentration beside the values), hits read low | 0.3% of 360,000 active | AID 651819, 2012; in the data active = activity change below about -30%; note: % is set by controls: 0 for no effect and ±100 for the full control effect
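Nucleotide hydrolysis assay: TRiC at 20–40 nM final (set by batch activity) with 10 uM ATP, 30 min at 37 °C, in presence of 76 uM compound. Detection by competitive ADP HTRF, 30 min ambient.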
EPAC1 ag = qHTS for Agonist of cAMP-regulated guanine nucleotide exchange factor 3 (EPAC1): primary screen. Potency, µM (titrated, usually from 154 µM), for inactives: at the top dose activation, actives largely listed as activators. EPAC1 agonist qHTS, biochemical assay; response scale: 100% = response to 6.5 mM cAMP. Rap guanine nucleotide exchange factor 3 (Homo sapiens), O95398. AID 720707, 2013. 0.073% of 360,000 active; note: potency is the fitted concentration of half-maximal effect; nearly all actives have a fitted effect of over 60% in size
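Multi-concentration qHTS readout: loss of Rap1B-bound BODIPY-GDP fluorescence driven by 100 nM EPAC1 with excess GDP (50 uM), monitored kinetically at room temperature; agonist response expressed relative to 6.5 mM cAMP.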
Mm-Cpn inhibitor = Inhibitors of TCP-1 ring complex (TRiC) of Methanococcus maripaludis (MmCpn): qHTS; Chaperonin Mm-Cpn (Methanococcus maripaludis); purified Mm-Cpn ATPase, ADP Transcreener TR-FRET; Potency, µM (doses to about 76.9 µM), inactives show top-dose activity, negative = inhibition, most hits filed as inhibitors; 0.031% of 330,000 active; note: potency is the fitted concentration of half-maximal effect; % is set by controls: 0 for no effect and ±100 for the full control effect; nearly all actives have a fitted effect of over 80% in size
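TR-FRET (320 nm excitation; 590 and 665 nm emission) reports ADP made from 10 uM ATP by 25 nM enzyme; compounds were preincubated 10 min, reaction run 30 min, both at 37°C.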
Starred values were filed as active, the others as inactive; ? = inconclusive; . = no result given; & = joins results of further samples; [ ] = remark or other dose. Unless noted, calls come from the whole dose curve; as a rule, active = well fitted curve in the direction sought with a large enough effect; inconclusive = small, poorly fitted or top-dose-only effect, or another doubt; inactive = no such curve, though single readings can be large; an effect the other way counts as inactive or inconclusive. Not all compounds are listed. The share of hits here may be higher or lower than overall.

SMILES	EPAC1 antagonist	PLK1 PBD block	EPAC2 antag	WRN helicase inh	PI5P4K alpha inh	CCT modulator	EPAC1 ag	Mm-Cpn inhibitor
Cc1cccc(OCC(=O)NCC(=O)N/N=C/c2ccc(N(C)C)cc2)c1	12%	-2%	6%	-16%	-3	-1.8	0%	0%
O=C(CCC(=O)N1CCOc2ccccc21)Nc1cc(F)ccc1F	0%	24µM*	2%	-5%	-9	-0.7	5%	0%
COc1cccc(/C=C/C(=O)OCC(=O)Nc2ccc(Cl)c(S(=O)(=O)N(C)C)c2)c1	2%	5%	-9%	-5%	-2	-15	4%	-4%
COc1ccccc1-c1cc(C(=O)N/N=C\c2cnn(C)c2C)c2ccccc2n1	-19%	-2%	-18%	-11%	14	-0.3	2%	-3%
CCOc1ccc(C(=O)Oc2cc(C)[nH]c(=O)c2[N+](=O)[O-])cc1	0%	-6%	10%	-6%	0	-2.9	4%	2%
CC(C)(C)C(=O)N1CCC(O)(CS(=O)(=O)c2ccc(Cl)c(Cl)c2)CC1	-3%	-2%	16%	2%	-7	-0.7	5%	0%
CCOC(=O)C1CCN(c2ncnc3c2oc2ccc(Br)cc23)CC1	-6%	-2%	-8%	-13%	.	0.2	17%	-8%
C/C(=N\NC(=O)c1ccncc1)c1cc2ccccc2o1	-6%	-21%	-8%	0%	0	-2.8	-2%	-6%
COc1ccc(CNC(=O)C(=O)c2cn(CC(=O)N3CCOCC3)c3ccccc23)cc1	-18%	-2%	4%	0%	0	-3.7	10%	-1%
Cn1c(SCC(=O)Nc2ccccc2[N+](=O)[O-])nnc1C(F)(F)F	3%	-8%	9%	-2%	4	-3.8	-5%	0%
CCOc1ccc(N2CC(C(=O)NC3CCCC3)CC2=O)cc1 (stereo not given)	2%	-15%	0%	0%	3	0.1	-1%	-3%
NS(=O)(=O)c1ccc(CCNC(=O)c2ccc([N+](=O)[O-])s2)cc1	-15%	-10%	4%	3%	-8	-3.5	-1%	3%
CC(C)C(C(=O)Nc1ccc(S(N)(=O)=O)cc1)N1C(=O)c2ccccc2C1=O (stereo not given)	1%	-3%	4%	6%	1	-2.5	-4%	0%
CCCNC(=O)C(Cc1ccc(Br)cc1)NC(=O)c1ccc(C#N)cc1 (stereo not given)	-15%	-9%	0%	-35%	-3	-1.2	0%	2%
Cc1cc(OCC(=O)Nc2nnc(C3CC3)s2)ccc1[N+](=O)[O-]	21%	-2%	5%	10%	1	1.2	-14%	1%
COc1ccc(C(=O)Nc2sc(C)c(C)c2CN2CC(C)OC(C)C2)cc1 (stereo not given)	5%	-7%	4%	0%	-5	-0.3	1%	-1%
COC(=O)c1ccc2nccnc2c1	-11%	-8%	-4%	3%	-9	-0.6	1%	0%
Nc1cc(Cl)ccc1C(=O)OCC(=O)NC1CCCCCCC1	?	-4%	0%	-5%	-1	1.6	-11%	-1%
CC(=O)c1c(C(C)=O)c(C)n(C(c2ccccc2)c2ccccc2)c1C	-23%	-12%	?	4%	7	-2.1	13%	-2%
C/C(=N\OCC(=O)NCC(F)(F)F)c1cc2ccccc2o1	-8%	-3%	12%	2%	1	1.4	-13%	0%
NC(=O)C1=C[C@@H](c2ccccc2)C[C@@H](OCc2ccc(CO)cc2)O1	-6%	-5%	3%	7%	-14	-1.6	1%	.
CN1C(=S)SC(/[N+]([O-])=C/c2ccc(Cl)cc2)C1(C)C (stereo not given)	-9%	-3%	1%	-10%	1	-1.4	9%	1%
CNC(=S)NCCc1ccc(OC)cc1	-2%	-5%	1%	-8%[57.1 µM]	-2	1.3	11%	2%
CCN(CC)CCCNC(=O)c1ccc(S(=O)(=O)Nc2ccc(C)c(C)c2)cc1	-9%	-18%	19%	-26%	0	0.7	-9%	1%
COc1ccccc1NC(=O)c1ccc2snnc2c1	15%	-3%	-4%	-12%	0	-4.4	-2%	0%
Cc1ccc(NC(=S)NCc2ccc3[nH]c4c(c3c2)CCCC4)cc1	-10%	-24%	0%	-14%	7	1.3	-6%	0%
Cn1c(N)c(C(=O)COc2ccc(C#N)cc2)c(=O)n(C)c1=O	6%	-10%	0%	-4%	0	-1.6	10%	2%
CC1CCN(C(=O)Cn2c(=O)c3cccn3c3ccccc32)CC1	9%	-15%	2%	-3%	-1	-0.6	-9%	-2%
Nc1ccc(OCc2ccco2)cc1	-1%	-5%	-5%	-3%	0	-8.5	7%	1%
O=C(CCNS(=O)(=O)c1c(Cl)cccc1Cl)OCC(=O)c1ccccc1F	-11%	-9%	-6%	4%	-5	-0.2	14%	-2%

Profiles, quoted from the list. Order of screens: EPAC1 antagonist | PLK1 PBD block | EPAC2 antag | WRN helicase inh | PI5P4K alpha inh | CCT modulator | EPAC1 ag | Mm-Cpn inhibitor
Nc1ccc(OCc2ccco2)cc1 is listed with -1% | -5% | -5% | -3% | 0 | -8.5 | 7% | 1%
O=C(CCC(=O)N1CCOc2ccccc21)Nc1cc(F)ccc1F is listed with 0% | 24µM* | 2% | -5% | -9 | -0.7 | 5% | 0%
CNC(=S)NCCc1ccc(OC)cc1 is listed with -2% | -5% | 1% | -8%[57.1 µM] | -2 | 1.3 | 11% | 2%

(listing goes on)
SMILES	EPAC1 antagonist	PLK1 PBD block	EPAC2 antag	WRN helicase inh	PI5P4K alpha inh	CCT modulator	EPAC1 ag	Mm-Cpn inhibitor
COC(=O)c1ccc(NC(=O)CN2C(=O)C3C4C=CC(C4)C3C2=O)cc1 (stereo not given)	11%	2%	0%	4%	.	1.4	18%	0%
CN(C[C@H](Cc1ccccc1)N(C[C@H](Cc1cccc2ccccc12)N(CCc1ccccc1)N=O)N=O)N=O	-4%&4%	-6%&-7%	-5%&-4%	-10%&-4%	-1&-2	0.6&0.6	8%&-5%	1%
CC1(c2ccccc2Cl)NC(=O)N(CC(=O)N2CCN(S(=O)(=O)c3ccccc3)CC2)C1=O (stereo not given)	2%	0%	8%	6%	-1	-0.4	-13%	3%
CN(CC1COc2ccccc2O1)C(=O)CCNS(=O)(=O)c1ccc(F)c(Cl)c1 (stereo not given)	-3%	1%	10%	5%	4	-1.3	9%	.
CCCOc1ccc(N2C(=O)CC(N(CCc3ccc(OC)cc3)C(=O)c3cccc(F)c3)C2=O)cc1 (stereo not given)	-27%	2%	-5%	-9%	2	-0.6	-1%	0%
CCc1ccc(N2C(=O)CN(Cc3cc(OC)c(OC)c(OC)c3)C2=S)cc1	-5%	-2%	1%	2%	1	0.4	-14%	0%
CC(=O)Nc1cccc(NC(=O)CSc2ncc(-c3ccccc3)[nH]2)c1	-23%	-7%	2%	-8%	1	-0.1	7%	1%
O=C(NCc1ccco1)c1nnc(Cc2ccc(F)cc2)o1	-18%	-11%	5%	0%	1	-2.5	-16%	1%
CCCCOCP(=O)(CC)COCCCC	1%	-11%	-3%	-1%	7	0.2	-5%	-1%
CCn1c2ccccc2c2cc(CNCCCN3CCOCC3)ccc21	-9%	-1%	11%	-4%	0	0.5	-3%	2%
CCc1nn(CC(=O)NCCCN2CCOCC2)c(=O)c2cc3c(OC)cccc3n12	4%	1%	12%	11%	2	-2.3	-11%	.
O=C(N=Nc1c(O)n(C2OC(=O)c3ccccc32)c2ccccc12)c1ccc(O)cc1 (stereo not given)	-1%	3%	0%	-13%	4	2.8	-1%	?
O=C(NCc1c(O)ccc2ccccc12)c1ccccc1	-2%	5%	-16%	0%	12	0.2	12%	0%
C/C(=N\Nc1cc(N2CCOCC2)ncn1)c1cccc([N+](=O)[O-])c1	0%	3%	19%	0%	5	-1.2	-10%	-1%
Cn1c(=O)c2c(-c3ccccc3F)c3c(nc2n(C)c1=O)-c1ccccc1C3O (stereo not given)	3%	-13%	2%[57.1 µM]	-3%	-3	-1.8	2%	-4%
O=C1NCN(c2ccccc2)C12CCN(CCCC(c1ccc(F)cc1)c1ccc(F)cc1)CC2	-23%	-20%	4%	-4%	-21	-1.6	-18%	6%
CCC(=O)N(Cc1cc2cc(OC)ccc2[nH]c1=O)c1cc(C)ccc1C	23%	-6%	10%	-3%	-2	-0.8	3%	-24%
CC1=C(C(=O)N(C(C)C)C(C)C)CC(CC(=O)NCc2ccco2)C(=O)N1Cc1ccc(F)cc1 (stereo not given)	-10%	-5%	9%	-3%	3	-1.1	1%	.
COC(=O)c1ccccc1OC(=O)c1cccnc1	7%	-8%	6%	7%	.	-2.1	5%	2%
O=S1(=O)N=C(N/N=C/c2ccc(Br)o2)c2ccccc21	9%	-7%	11%	-13%	-10	-0.8	3%	1%
O=C(COC(=O)c1cc(Br)ccc1O)NNC(=O)c1ccc([N+](=O)[O-])cc1	1%	4%	8%	-1%	4	-0.7	0%	4%
c1ccc(Nc2ccc3c4c(cccc24)CC3)cc1	-3%	1%	4%[57.1 µM]	2%	5	-0.9	0%	-47%
COc1ccc([C@H]2C[C@H](n3cc(-c4ccc(F)cc4)nn3)[C@@H](O)CN2C(=O)C2CCCCC2)cc1	-5%	1%	1%	-4%	-1	0.3	10%	.
COc1ccc(NC(=O)Nc2cc(C)cc(C)c2)cn1	3%	-10%	6%	1%	-4	-1.8	1%	-1%
CCC(C)c1ccc(S(=O)(=O)N2CC(=O)Nc3ccccc32)cc1 (stereo not given)	8%	-3%	-2%	0%	2	0.1	0%	0%
COc1ccc(C(CNc2ccc(S(=O)(=O)N3CCN(C)CC3)cc2[N+](=O)[O-])N(C)C)cc1 (stereo not given)	-12%	-1%	-3%	-11%	-2	-1.5	9%	1%
CCC(=O)Nc1ccc(-c2nnc(SCc3ccc(C(=O)Nc4nccs4)cc3)n2CC)cc1	-6%	-9%	2%	5%	-2	-3.3	1%	2%
O=C(O)c1ccc2nnn(O)c2c1	6%	-1%	4%	6%	-4	-1.0	-2%	4%
Cc1ccc(NC(=S)NCCc2ccccc2)c(C)c1	-4%	-11%	-6%	4%	4	-3.0	3%	2%
